# Prostate diff = LNCaP prostate cell differentiation activation. actives 0.56% (n = 24,000). flow cytometry side scatter, 4 d. side scatter shift, % at 10 µM. AID 795;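 active means side scatter shift above 30%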;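 further: androgen-responsive LNCaP prostate cancer cells in charcoal-stripped serum medium; percent of cells past a gate set so DMSO wells show 10% shift; higher shift means more granular cells and more differentiation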
# VLA-4 allo ag = allosterically activates the human VLA-4 integrin; 24,000 tested, under 10 active; Jurkat cells, LDV-FITC binding, flow cytometry; activation, % at 10 µM (by protocol);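 active means fluorescent ligand binding to cells raised by more than 40% of the manganese-induced maximum; inconclusive means compound's own fluorescence above 85% of the ligand control signal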;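 further: 0% = ligand binding without compound and 100% = manganese-stimulated maximal binding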
# Target sequence (P13612 whole entry, looked up): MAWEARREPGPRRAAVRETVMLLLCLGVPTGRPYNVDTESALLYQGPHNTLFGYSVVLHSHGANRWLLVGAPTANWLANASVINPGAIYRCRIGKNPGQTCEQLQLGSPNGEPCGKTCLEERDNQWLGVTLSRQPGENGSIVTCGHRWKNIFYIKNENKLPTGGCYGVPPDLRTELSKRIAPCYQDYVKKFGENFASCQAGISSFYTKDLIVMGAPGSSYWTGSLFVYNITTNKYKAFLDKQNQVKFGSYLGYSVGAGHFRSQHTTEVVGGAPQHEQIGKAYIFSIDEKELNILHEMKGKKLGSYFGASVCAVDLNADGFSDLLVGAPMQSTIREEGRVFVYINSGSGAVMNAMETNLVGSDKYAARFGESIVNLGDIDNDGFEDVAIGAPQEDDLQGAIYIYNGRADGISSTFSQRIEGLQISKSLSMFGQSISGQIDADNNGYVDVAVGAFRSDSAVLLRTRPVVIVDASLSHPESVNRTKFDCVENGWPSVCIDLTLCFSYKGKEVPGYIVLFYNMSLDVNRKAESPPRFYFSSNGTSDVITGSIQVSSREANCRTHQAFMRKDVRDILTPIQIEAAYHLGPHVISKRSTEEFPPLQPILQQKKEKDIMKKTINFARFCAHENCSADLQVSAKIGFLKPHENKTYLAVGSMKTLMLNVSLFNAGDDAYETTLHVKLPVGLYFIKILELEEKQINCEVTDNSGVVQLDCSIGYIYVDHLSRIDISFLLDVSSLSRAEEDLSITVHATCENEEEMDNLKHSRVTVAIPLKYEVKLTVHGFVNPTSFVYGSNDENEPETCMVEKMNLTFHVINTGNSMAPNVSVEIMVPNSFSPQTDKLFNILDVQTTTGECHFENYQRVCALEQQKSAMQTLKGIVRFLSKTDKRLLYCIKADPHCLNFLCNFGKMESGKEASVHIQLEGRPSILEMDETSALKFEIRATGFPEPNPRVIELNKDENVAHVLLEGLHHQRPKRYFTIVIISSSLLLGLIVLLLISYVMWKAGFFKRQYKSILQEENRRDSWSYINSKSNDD
# VLA-4 antagonist = blocks LDV-FITC ligand binding to Mn2+-activated human VLA-4 integrin; Jurkat cells, LDV-FITC binding with Mn2+, flow cytometry; 100% = Mn2+-driven binding gain fully reversed; actives 0.2% (n = 24,000); inhibition, % at 10 µM (by protocol);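 active means inhibition above 50%; inconclusive means compound itself fluorescent, judged against control cell fluorescence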;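 further: 0% = Mn2+ stimulated cells lacking compound and 100% = ligand binding without Mn2+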
# Autofluor Jurkat = counter-screen for VLA-4 integrin: compound autofluorescence in Jurkat cells. flow cytometry; hits give high values; 1 = vehicle-only cell background. fluorescence ratio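 (tested at 10 µM compound in the well)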. actives 0.61% (n = 24,000). AID 576;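 active means fluorescence ratio above 2.44, which is 1 plus 3 SD of all ratios; inconclusive means signal too bright to measure linearly, ratio around 10 or more; inactive means fluorescence ratio below 2.44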;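 further: green fluorescence of cells measured with 488 nm excitation and 530 nm emission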
# The depositor's hits bear a star; ? = inconclusive.
SMILES,Prostate diff,VLA-4 allo ag,VLA-4 antagonist,Autofluor Jurkat
O=C(NCCCN1CCCC1=O)c1cccnc1,8,2,-6,1.1
CCOCC(=O)Nc1c(C(=O)Nc2ccc(OC)cc2OC)oc2ccccc12,14,3,-15,1
Cc1cc(N2CCN(C)CC2)nc2ccc(NC(=O)c3ccc(Br)o3)cc12,35*,?,?,1.2
Cn1c(COc2ccccc2)nnc1SCC(=O)Nc1ccc(N2CCOCC2)c(Cl)c1,3,-1,-2,1
CCOC(=O)N1CCC(NC(=O)CCC(=O)N2CC(C)Oc3ccc(Cl)cc32)CC1 (centres undefined),10,2,-9,1.2
COc1cc(OC)cc(-c2nnc(Nc3nc4c(F)cccc4s3)o2)c1,10,7,-21,1.1
COc1ccc(CCN(C)CCCC(C#N)(c2ccc(OC)c(OC)c2)C(C)C)cc1OC (centres undefined),3,6,-24,0.98
CCC(=O)N1CCc2cc(S(=O)(=O)NC(CC(C)C)C(=O)N3CCc4ccccc43)ccc21 (centres undefined),2,-7,26,1.4
O=C(COc1ccccc1)Nc1ccc(-c2nnc(-c3ccco3)o2)cc1,13,4,-14,1.2
CCOC(=O)c1c(C)n(C)c2ccc(O)c(S(=O)(=O)c3ccccc3)c12,3,-8,-2,0.99
Cc1cc(C(=O)CSc2nc3ccccc3n2CCC#N)c(C)n1Cc1cccs1,22,11,-30,1
CN(C(=O)COc1cc(=O)n(C)c2ccccc12)c1ccc(Cl)cc1,9,-2,-4,1.1
CC1CCN(C(=O)CSc2nc3ccccc3[nH]2)CC1,4,2,-6,1.1
CCOC(=O)c1ccc(NCc2ccc(N(C)C)cc2)cc1,1,-3,10,1
COCCNC(=O)CCCCCNS(=O)(=O)c1ccc(C)cc1,8,-7,5,1
CN(CC(CC(=O)Nc1nncs1)c1ccccc1)S(=O)(=O)c1ccccc1 (centres undefined),3,-1,7,1.1
COc1ccccc1NC(=O)C1CCCN(S(=O)(=O)c2cccc3nsnc23)C1 (centres undefined),4,?,?,1.2
Cc1cc2ccccc2c(=O)n1CC(=O)Nc1ccc2c(c1)OCCO2,3,2,0,1
Cc1nc2ccccc2c2oc(C(=O)NCCCN3CCCC3=O)cc12,6,2,-8,1
CCC(C)NC(=O)c1cn(C)c(=O)c2cc(OC)c(OC)cc12 (centres undefined),37*,-2,23,0.91
CC(C)(C)n1ncc2c(=O)n(CC(=O)Nc3ccc4c(c3)OCCO4)cnc21,9,3,1,1.1
Cc1ccc2nsnc2c1N(S(C)(=O)=O)S(C)(=O)=O,3,-5,?,1.2
CCC1=C/C(=C\c2ccc3c(c2)OCO3)C(=O)S1,4,?,?,1.1
O=C(CC(NS(=O)(=O)c1ccc(Cl)cc1)c1ccco1)NC1CCCC1 (centres undefined),5,-5,1,1.1
Cc1nnc(Nc2ccccn2)c2ccccc12,9,-7,10,1
Cc1ccc2c(c1)sc1ncc(NC(=O)c3ccccc3)c(=O)n12,8,8,-14,1.1
Cc1ccc(NC(=O)CCC(=O)OCCCC(F)(F)C(F)(F)F)cc1,3,-5,4,1
O=C(CNS(=O)(=O)c1ccc(Br)s1)N1CCCC1,10,4,-27,0.99
CCCSc1nnc(Cn2c(=O)sc3ccccc32)n1C,12,?,?,1.3
Nc1ccc(Nc2ccccc2N)cc1,0,?,?,5.2*
CCOC(=O)N1CCN(C(=O)Cn2c(C)cc3ccccc3c2=O)CC1,15,-1,-3,1
CCc1ccc(NC(=O)CSc2nnc(Cc3cccn3C)n2-c2ccc(F)cc2)cc1,13,-9,3,1
COc1ccc(CNC(=O)Cn2cc3c(n2)CCCCC3)cc1,14,6,-15,0.96
Cc1cc(C)nc(NS(=O)(=O)c2ccc(NC(=O)Cn3c(=O)oc4ccccc43)cc2)n1,3,2,-2,0.98
CC(=O)C1=C(O)C(=O)N(Cc2cccnc2)C1c1ccccc1 (centres undefined),8,3,-16,1
CC(C)NC(=O)CCNC(=O)c1ccc(F)cc1,5,-2,1,1.1
O=c1c2cn[nH]c2[nH]c(=S)n1-c1ccccc1F,2,2,-11,0.95
COc1ccc(OC)c(-c2cc(C(=O)NCc3ccco3)no2)c1,3,-7,21,1.1
CCn1c(=O)cc(OCC(=O)N(C)C2CCCCC2)c2ccccc21,7,-1,-3,1.2
CSc1nnc2n(-c3ccc(C)cc3)c(=O)c3c4c(sc3n12)COC(C(C)C)C4 (centres undefined),13,2,-5,1.1
O=C(NC1CC1)C1CCN(c2ccc(S(=O)(=O)N3CCOCC3)cc2)CC1,7,4,-17,0.94
CCCCC(CC)CNC(=O)CCS(=O)(=O)c1cccc2nonc12 (centres undefined),6,-2,17,1
CN1CCN(C(=O)CN(Cc2ccc(Cl)cc2)S(C)(=O)=O)CC1,4,-14,-20,0.97
Cc1[nH]c(C)c(C(=O)O)c1CNC1CCCCC1C (centres undefined),19,6,35,0.98
Cc1ccc(-c2nc3ccccc3[nH]2)s1,7,1,-10,1.2
CC1(C)Cc2c(sc3c2c(=N)n(Cc2ccco2)c(=O)n3Cc2ccccc2)CO1,8,0,-1,1
c1ccc(Cn2nnc3c(N4CCOCC4)ncnc32)cc1,4,1,-4,0.97
Cn1c(SCC(=O)N2CCCCCC2)nc2c([nH]c3ccccc32)c1=O,12,-5,12,1
O=c1c2cnn(-c3ccccc3)c2ncn1Cc1cccnc1,20,2,-36,1
CCOc1ccc(CNC(=O)C2CCC(=O)N2C2CCCC2)cc1OC (centres undefined),15,-7,-9,0.99
CCCCNC(=O)c1ccc2nc(-c3ccco3)c(-c3ccco3)nc2c1,15,?,?,1.6
CC1CC(C)CN(S(=O)(=O)c2cccc3cccnc23)C1 (centres undefined),5,-2,16,1.1
COc1ccccc1S(=O)(=O)Cc1ccc(C(=O)N2CCOCC2)o1,4,2,-22,0.99
Cc1nn(C)c(C)c1S(=O)(=O)N1CCCC(C(=O)N2CCN(c3ccccc3)CC2)C1 (centres undefined),4,-1,9,0.98
CN1CCN(C(=O)c2cnn3c(C(F)F)cc(C4CC4)nc23)CC1,6,1,-12,1
N#Cc1ccc(COC(=O)Cn2nnc(-c3ccccc3)n2)cc1,8,11,-10,1
COc1ccc(Cl)cc1C(=O)n1nc(C)cc1C,3,-11,-2,1
C=CCNC(=O)c1ccccc1Cl,10,-2,10,1.1
CC1CN(c2nc3ccccn3c(=O)c2/C=C(\C#N)S(=O)(=O)c2ccccc2)CC(C)O1 (centres undefined),6,-4,-7,1.3
CCCCC(CC)C(=O)Nc1ccccc1C#N (centres undefined),11,10,-18,0.95
# Later entries:
SMILES,Prostate diff,VLA-4 allo ag,VLA-4 antagonist,Autofluor Jurkat
CC(=O)Nc1ccccc1O,6,0,-16,1.1
COc1ccc(CC(NC(C)=O)C(=O)NC2CCN(C(=O)Nc3ccc(C#N)cc3)CC2)cc1OC (centres undefined),0,-2,-10,1
COc1ccc(CNC(=O)c2cnc3n(c2=O)CCS3)cc1,13,7,-24,0.98
CCN1CCN(CCCNC(=O)c2cn(CCOC)c(=O)c3c2c2ccccc2n3C)CC1,12,2,8,1.1
CCN(CC)CCN1C(=O)C(O)=C(C(=O)c2cccs2)C1c1ccc(C)o1 (centres undefined),7,2,-21,1.1
Cc1ccc(-n2ncc(C(=O)O)c2C2CCN(C(=O)OC(C)(C)C)CC2)cc1,14,6,?,1.1
CC(NC(=O)COc1ccc(Br)cc1)C(=O)O (centres undefined),4,-10,-6,1.2
CCc1ccccc1NC(=O)c1nnn(CC(=O)Nc2ccccc2C)c1N,3,?,?,1.1
Cc1cc2ccccc2n1CCNC(=O)c1ccccc1,14,?,?,1.2
COc1ccc2[nH]c(=O)c(CN(C(=O)c3ccncc3)C(C)C)cc2c1,1,0,-27,1
CCOC(=O)N1CCN(C(=O)COc2cc(=O)n(C)c3ccccc23)CC1,11,-2,1,1.1
Cc1ccc(Cl)cc1NS(=O)(=O)c1c(C)[nH]c(=O)[nH]c1=O,2,6,-2,1.1
COc1ccc(NC(=O)CCn2nc(C)cc2C)cc1,3,-6,-6,1
CCCCc1c(C)c2ccc(OC)c(/C(C)=N\O)c2oc1=O,12,-4,5,1.1
CCn1cc(CNC(=O)CCc2ccc(OC)cc2)cn1,8,0,2,1
NC(=O)c1c(NC(=O)Cc2cccs2)sc2c1CCC2,10,-4,-9,1.1
Cc1nc(C)c(C(=O)C2=C(O)C(=O)N(CCCn3ccnc3)C2c2ccccc2)s1 (centres undefined),9,0,-16,1.1
Nc1nonc1-c1noc(-c2ccccc2Br)n1,7,6,-4,0.97
COc1ccc(C(c2nnnn2C2CCCC2)N2CCN(C3CCCC3)CC2)cc1OC (centres undefined),1,-1,-2,1
Cc1ccc(NC(=O)CSc2nc3c(c(=O)[nH]2)CCC3)cc1C,7,-1,-6,1.1
O=C(CN1CCN(c2ccccc2F)CC1)Nc1ccccc1F,10,4,18,1
O=C(CSc1nnc(-c2ccccc2F)o1)OCc1ccccc1,3,4,-20,0.98
COc1ccc(CNC(=O)C2CC(c3cccc(OC)c3)=NO2)cc1 (centres undefined),9,-7,29,0.97
CCOC(=O)c1cccc(NC(=O)CSc2nc3cccnc3n2C)c1,7,2,-27,0.99
COc1ccc(OC)c2c1CC(C)(C)NC2=O,12,0,-4,1
CCn1cc(C2=NOC(C(=O)Nc3ccccc3C(=O)OC)C2)c(C)n1 (centres undefined),7,-1,-5,1.1
O=C(COc1nsnc1N1CCOCC1)N1CCOCC1,6,0,-13,0.99
Cc1n[nH]c(C)c1S(=O)(=O)NCCc1ccc(Cl)cc1,4,-1,15,1
Cc1oc(-c2ccccc2)cc1C(N)=O,3,-2,-6,1.1
COC(=O)C(C)Sc1nc2c(c(=O)n1-c1ccccc1)SCC2 (centres undefined),7,-7,9,1.1
COc1ccc(N(CC(=O)NCc2cccc(OC)c2)S(=O)(=O)c2c(C)noc2C)cc1,10,-1,17,0.99
CCOC(=O)Nc1cccc(Cl)c1C,5,-7,15,0.96
CCCN(CCC)CCNC(=O)C(NS(=O)(=O)c1ccc2c(c1)CCC(=O)N2)c1ccccc1 (centres undefined),6,2,2,1.1
CCOC(=O)c1ccc(NC(=O)CSc2nnc(Cn3c(=O)sc4ccccc43)n2C)cc1,3,?,?,0.96
CCCCOC(=O)Nc1ccc(S(=O)(=O)Nc2cc(C)nc(C)n2)cc1,6,6,10,0.92
Cn1c(=O)cc(SCC(=O)NCCCN2CCN(c3ccc(F)cc3)CC2)c2ccccc21,19,?,?,1.2
CCc1nc(SCC(=O)Nc2cc(C)on2)n[nH]1,12,-6,?,1.2
Cc1cc(=O)n2nc(N3CCCC(C(=O)N4CCN(c5ccccc5)CC4)C3)sc2n1 (centres undefined),9,0,-13,1.2
Cc1cc(NC(=O)CCn2c(=O)sc3ccccc32)no1,12,2,8,0.98
CCOC(=O)N1CCC(NC(=O)CSCc2nc(-c3sccc3C)oc2C)CC1,7,?,?,1.1
O=C(NCCOC(=O)C1COc2ccccc2O1)C1COc2ccccc2O1 (centres undefined),7,-2,-12,0.99
O=C(Cn1c(=O)oc2ccccc21)NCc1ccco1,11,1,-17,1
O=C(OCC#CCSc1nc2ccccc2o1)c1ccco1,4,4,-20,1
CSC1=N/C(=C\C=C\c2cccs2)C(=O)S1,19,-20,2,1.9
O=C(COc1ccccc1Br)c1ccc(O)cc1O,2,-10,28,1.1
COc1ccccc1C(=O)NC(C)C(c1cccs1)N1CCOCC1 (centres undefined),6,5,-1,1.1
COCc1cc(C)nc(SCC(=O)NCc2ccco2)c1C#N,3,2,-19,0.94
O=C(O)c1ccccc1C(=O)NCc1ccc(F)cc1,9,12,-28,0.95
COc1ccc(C2N(c3ccc(F)cc3)C(=O)C3CCCN32)cc1 (centres undefined),15,-4,-6,1.1
COc1ccc(S(=O)(=O)N2CCCC(C(=O)N3CCCCCC3)C2)cc1 (centres undefined),13,4,-7,1

# Screens from PubChem.

# Some of the compounds tested; rates above refer to the full screens.
